TNF death inh: TNF-alpha cell death inhibition in Jurkat FADD-/- cells; Jurkat FADD-/- TNF necroptosis rescue, ATP luminescence, 24 h; 0 = TNF only, 100 = no-TNF cells; activation (protection from cell death), % at 10 µM; hit rate 0.068% among 220,000; AID 463075;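 active means activation, meaning protection from cell death, of at least 50% relative to plate controls; inactive means activation below 50%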;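 further: necroptosis triggered by 40 ng/mL TNF-alpha added together with compound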
zVAD death inh: blocks zVAD induced death of L929 cells; viability rescue, % at 10 µM; L929 zVAD necroptosis rescue, ATP luminescence, 24 h; with zVAD 60 µM; hit rate 0.38% among 220,000;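 active means activation, scaled between plate controls, above about 75%, limit read from the data; inactive means activation under that limit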;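 further: 0% = zVAD with DMSO and 100% = DMSO alone without zVAD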
KLK5 inh: blocks human kallikrein 5 protease activity | AID 873 | Q9Y337 | hit rate 0.59% among 210,000 | inhibition, % at 5 µM | recombinant hK5, fluorogenic AMC substrate cleavage;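 active means inhibition of 40% or more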;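 further: 0% = enzyme controls without compound and 100% = no-enzyme blanks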
Target sequence (Q9Y337 67-293 limits assumed): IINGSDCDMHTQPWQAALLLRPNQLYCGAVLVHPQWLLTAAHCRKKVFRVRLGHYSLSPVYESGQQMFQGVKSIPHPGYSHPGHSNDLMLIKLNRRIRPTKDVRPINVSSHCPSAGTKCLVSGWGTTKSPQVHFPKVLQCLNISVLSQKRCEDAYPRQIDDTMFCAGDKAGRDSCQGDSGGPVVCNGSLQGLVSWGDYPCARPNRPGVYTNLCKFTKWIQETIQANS
thrombin 1536: blocks human thrombin protease activity. P00734. inhibition, % at 5 µM. AID 1046. hit rate 0.26% among 220,000. alpha-thrombin, Boc-VPR-AMC fluorogenic substrate cleavage;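 active means inhibition at or above 40%; inactive means inhibition below 40%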;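 further: 0% = enzyme with no compound and 100% = wells without enzyme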
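System – human alpha-thrombin protein · Reagent – Boc-VPR-AMC substrate, 15 µM final · Compound – 5 µM single dose in 0.2% DMSO · Schedule – reaction at room temperature · Technique – AMC fluorescence at 355 nm excitation and 460 nm emission · Read-out basis – % inhibition relative to enzyme controls and enzyme-free blanks · Control set – no-compound enzyme wells and no-enzyme blanks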
FXIa inh 1536: factor XIa (human) inhibition | inhibition, % at 5 µM | hit rate 0.14% among 220,000 | purified FXIa, Boc-Glu-Ala-Arg-AMC fluorogenic substrate;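 active means inhibition of at least 40%; inactive means inhibition below 40%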;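 further: fluorescence of freed AMC excited at 355 nm; 0% = enzyme without compound and 100% = no enzyme blank; many of its hits are not listed in these tables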
FXIIa inh 1536: factor XIIa (human) inhibition; purified FXIIa, Boc-QGR-AMC fluorogenic substrate, 2 h; inhibition, % at 5 µM; hit rate 0.3% among 220,000; in the data active means inhibition above about 40%;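 further: 0% = enzyme with no compound and 100% = blank without enzyme; many of its hits are not listed in these tables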
Target sequence (P00748 20-372 limits assumed): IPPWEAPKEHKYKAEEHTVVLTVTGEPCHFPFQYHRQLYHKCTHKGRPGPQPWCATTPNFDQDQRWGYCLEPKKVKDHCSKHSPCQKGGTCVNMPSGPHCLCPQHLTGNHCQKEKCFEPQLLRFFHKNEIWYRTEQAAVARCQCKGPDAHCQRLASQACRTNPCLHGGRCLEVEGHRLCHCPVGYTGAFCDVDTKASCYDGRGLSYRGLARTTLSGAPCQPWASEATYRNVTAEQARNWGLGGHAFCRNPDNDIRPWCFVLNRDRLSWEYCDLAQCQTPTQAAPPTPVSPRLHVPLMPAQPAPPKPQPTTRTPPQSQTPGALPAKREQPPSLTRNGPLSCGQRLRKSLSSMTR
Target sequence (P00748 373-615 limits assumed): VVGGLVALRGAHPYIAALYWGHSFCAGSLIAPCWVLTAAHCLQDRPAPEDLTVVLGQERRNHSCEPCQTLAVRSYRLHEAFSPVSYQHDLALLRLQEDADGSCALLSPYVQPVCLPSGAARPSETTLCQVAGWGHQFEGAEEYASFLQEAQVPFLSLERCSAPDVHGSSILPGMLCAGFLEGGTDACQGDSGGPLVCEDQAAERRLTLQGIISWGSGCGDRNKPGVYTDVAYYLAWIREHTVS
KCC2 mod: modulators of human KCC2 chloride dependent transport; Q9H2X9; KCC2 cells, thallium flux FluoZin-2 fluorescence; B-score of Tl+ flux slope (higher = more flux/activation; lower = inhibition) at 10 µM; hit rate 2.2% among 190,000; AID 1456;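 active means thallium flux slope and its plate-corrected score both differing from the plate sample mean at a set confidence after two filtering rounds, in either direction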;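 further: slope of fluorescence scaled to starting intensity during 10 to 20 s after thallium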
Rad51 HR inh: Rad51 (human) homologous recombination inhibition; Q06609; hRad51 DNA strand exchange, fluorescence dequenching; inhibition, % at 10 µM; hit rate 0.085% among 200,000; AID 1385;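 active means inhibition above 40% at the single screening dose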;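 further: 0% = DMSO control wells and 100% = blanks with heterologous ssDNA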
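System: hRad51 filaments on single-stranded DNA; reagent: Fluorescein- and BHQ1-tagged 47-mer duplex; compound dosing: one concentration, 10 µM final; timing: filaments 15 min 37 °C, then compound 30 min; measured by: fluorescein emission 520 nm, excitation 485 nm; benchmarks: per-plate controls and blanks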
Hck-Nef inh: inhibitors of human Hck kinase activated by Nef | hit rate 0.68% among 220,000 | AID 463187 | P08631 | Recombinant Hck-YEEI plus Nef, Z-Lyte FRET kinase assay | inhibition, % at 20 µM;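 active means Hck-Nef kinase inhibition above about 50%, limit read from the data; inactive means inhibition below that limit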;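 further: 0% = DMSO with Hck plus Nef and 100% = Hck alone without Nef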
Numbers without * were called inactive; x = no result given. These rows are one share of the data, so the mix of outcomes need not match the whole.

Each structure is followed by: TNF death inh, zVAD death inh, KLK5 inh, thrombin 1536, FXIa inh 1536, FXIIa inh 1536, KCC2 mod, Rad51 HR inh, Hck-Nef inh
> COc1ccc(OCC(=O)N(Cc2ccco2)C2CCS(=O)(=O)C2)cc1 (stereo not drawn)
    0.8, 0.1, 11.0, 0.9, -2.5, 8.8, -0.14, -6.3, -4.2
> COc1cc(/C=C(\C#N)C(=O)NCc2ccccc2)ccc1OCc1ccc(C(=O)O)cc1
    3.6, -0.1, 1.9, -4.6, 4.5, 4.4, -4.14*, x, 19.2
> COc1ccccc1N1CCN(C/C(O)=C(\C#N)c2nc(-c3ccccc3)cs2)CC1
    -0.4, 0.1, -14.1, 10.1, 22.7, 43.2*, -2.93, 12.4, -0.4
> O=Cc1ccc(-c2ccc(C(=O)O)cc2)o1
    3.7, 1.2, 1.0, -2.5, -1.1, -0.8, 0.108, 2.0, 14.6
> CCOc1ccc(CN2CCN(CC(O)Cn3c4ccccc4c4ccccc43)CC2)cc1 (stereo not drawn)
    0.3, x, -9.5, -0.9, -4.1, 3.2, 0.502, x, 2.3
> CCc1ccc(/C=C2\Oc3cc(OC(=O)N4CCOCC4)ccc3C2=O)cc1
    0.0, 0.7, -8.7, -6.8, -4.3, 8.4, 0.741, 7.3, 2.7
> Cc1[nH]n(-c2ccc([N+](=O)[O-])cc2)c(=O)c1C=NCCN1CCN(C(=O)c2ccccc2)CC1
    -10.1, -2.6, 1.0, -12.2, -7.5, -23.8, x, -3.1, 0.1
> CC(=O)C1(C)OC(N)=C(C#N)C(c2ccccc2)C1(C#N)C#N (stereo not drawn)
    -1.5, 0.1, -7.6, -0.7, -3.8, 4.4, 0.129, 6.4, 2.3
> COc1ccc(/C=C(/NC(=O)c2ccc([N+](=O)[O-])cc2)C(=O)NC(C)(C)C)cc1
    -0.5, 0.6, -15.2, 1.0, -2.5, 2.7, -1.1, -3.7, 2.9
> CCCCOc1ccc(C(=O)NCC(=O)OC2CCOC2=O)cc1 (stereo not drawn)
    1.1, -0.1, -0.7, -1.7, -9.0, 8.0, -0.825, x, 8.7
> CCOc1ccc(-c2nc(=S)[nH][nH]2)cc1
    -5.3, -0.5, -25.7, 5.0, 3.3, 11.3, x, 17.2, 0.9
> COc1ccc(NC(=S)N(CCc2c(C)[nH]c3ccccc23)Cc2cccnc2)cc1
    3.9, 0.6, -6.9, -0.4, 3.2, 10.2, -0.426, x, -1.0
> COCCn1c(SCC(=O)Nc2ncc(C)s2)nc2sc3c(c2c1=O)CCC3
    -5.7, -0.4, -18.7, -2.7, 7.7, 14.3, -0.0262, -2.0, 0.4
> c1ccc2cc(OCCOCCOc3ccc4ccccc4c3)ccc2c1
    0.7, -0.1, -3.7, -6.2, -0.6, 4.0, 0.893, 6.7, 11.7
> COc1ccc(-n2c(Cc3cc(=O)[nH]c(=O)[nH]3)nnc2SCC(=O)NC2CCCC2)cc1
    -0.4, 0.9, -7.0, -5.0, 7.0, 10.8, 1.17, -10.4, -1.0
> CCOC(=O)c1ccc(-n2c(CN3CCC(C(N)=O)CC3)nc3ccc([N+](=O)[O-])cc3c2=O)cc1
    1.1, 0.5, -1.5, -6.2, -4.3, 6.6, 1.73, -0.1, -3.9
> COc1ccccc1-n1c(COc2ccccc2-c2ccccc2)nnc1SCC(=O)c1c(N)n(C)c(=O)n(C)c1=O
    -1.2, 0.0, -17.4, -6.5, 4.2, 10.7, 0.143, 1.5, -4.3
> COC(=O)c1ccccc1OCCOCCOc1cccc2ccc(C)nc12
    2.4, 1.2, -25.0, -4.6, -3.8, -7.7, -0.58, 19.1, -12.5
> CCN(CC)CCOC(=O)C12CC3CC(CC(C3)C1)C2
    -2.0, -0.4, 1.1, 1.0, 6.8, 12.0, -0.00394, -2.3, 0.6
> C=CCNC(=O)c1ccc(-c2nc(-c3ccc(Cl)c(Cl)c3)cs2)cc1
    1.4, 1.4, 7.2, 3.1, -1.0, 11.4, -0.636, -1.1, 5.1
> COc1cccc(C(=O)NC(C)C(c2cccs2)N2CCOCC2)c1 (stereo not drawn)
    -0.5, -0.1, -8.9, -2.8, -7.0, 1.1, x, -3.4, 0.8
> CN(C)/C=C/C(=O)c1c(F)cccc1F
    0.8, -0.2, -0.5, -1.6, -0.9, 12.8, 0.766, 9.1, 11.0
> O=C(c1ccc(CNS(=O)(=O)c2ccc(Br)cc2)cc1)N1CCCC1
    1.4, -0.6, x, 0.8, -0.7, 13.0, -0.212, x, 9.5
> Cc1ccsc1-c1nc(CSCC(=O)NCc2ccc3c(c2)OCO3)c(C)o1
    -1.2, 1.3, -2.9, -7.4, -1.8, 3.5, x, x, 2.3
> CC12CCC(C(=O)N3CCc4ccccc43)(CC1=O)C2(C)C (stereo not drawn)
    -2.8, 0.1, -23.3, 4.7, -12.7, -1.0, 0.197, 15.8, 8.3
> O=C(O)CCN1C(=O)c2ccc(NC(=O)C(c3ccccc3)c3ccccc3)cc2C1=O
    3.3, 0.8, -4.0, -8.3, -4.4, -2.9, 0.44, 3.9, 18.4
> CCOc1ccc(NS(=O)(=O)c2ccc3c(c2)N(C(C)=O)CC3)cc1
    1.1, 5.8, 1.4, -1.9, -1.9, 7.1, 0.289, 4.1, 24.5
> CCN(CC)S(=O)(=O)c1ccc(S(=O)(=O)N(CC(=O)Nc2ccccc2)Cc2ccco2)cc1
    0.6, 0.1, -2.7, -0.2, 8.7, 20.4, -0.0674, -2.5, 10.1
> O=C1C=C(NC2=CC3OC(c4ccccc4)OCC3OC2=O)CCC1 (stereo not drawn)
    1.3, 1.2, -24.2, 0.0, 9.1, 8.5, 1.11, -8.1, 11.3
> CN(C)/C=C(\C#N)C(=O)N/N=C/c1ccccc1
    0.0, 1.3, 2.0, -1.1, 3.2, 8.1, 0.194, -6.3, 25.4
> O=C(NC(=S)Nc1nc2c(s1)CCCC2)c1ccc(C(=O)c2ccccc2)cc1
    -0.1, -0.4, -18.8, -1.3, 11.2, 14.3, 23.3*, 3.7, 3.6
> O=S(=O)([O-])CCC[n+]1c(SCCCS(=O)(=O)O)sc2ccc(Cl)cc21
    0.6, 0.5, -16.6, -9.7, -1.9, 4.1, 0.171, 6.1, 5.9
> O=C(Nc1cccnc1)C1COc2ccccc2O1 (stereo not drawn)
    -0.5, -0.3, -12.5, -1.0, -4.9, 8.6, -0.455, -5.6, 0.8
> O=C(Cc1ccccc1)N/N=C/c1ccc(OCC(=O)Nc2ccccc2)cc1
    1.1, 1.9, 4.6, 15.1, 0.1, -0.8, x, -3.7, 0.2
> COc1ccnc(Oc2ccccc2)c1C(=O)N/C=N/OCc1ccc(F)cc1Cl
    -14.0, 2.6, -19.4, 1.3, 4.4, 13.2, -1.14, 2.1, 1.4
> CCCCCn1c(=O)c(C(=O)OCC)c(O)c2ccccc21
    1.4, 2.1, -2.3, -7.7, -5.9, 3.7, -0.688, -3.1, -1.6
> COc1ccc(-c2ccc(SCC(=O)c3cccs3)nn2)cc1OC
    -0.9, 70.8, -3.5, -2.4, -4.7, 3.1, -0.929, 3.5, 19.0
> CCOC(=O)/C(C#N)=C\c1ccc2c(c1)OCO2
    -3.7, 0.2, x, x, x, x, x, -1.7, 0.7
> CC(C)C(=O)Nc1sc2c(c1-c1nc3ccccc3[nH]1)CCCC2
    1.9, 0.6, -38.0, 1.0, -4.2, 11.5, 0.207, -1.8, -1.1
> COc1cc2c(cc1OC)C1(CCCC1)CNC2c1cccc([N+](=O)[O-])c1 (stereo not drawn)
    0.4, -0.4, x, -5.0, -2.9, 6.2, 0.874, 5.7, 5.7

Quoted at random: 5 records from the list, in no set order.
Each structure is followed by: TNF death inh, zVAD death inh, KLK5 inh, thrombin 1536, FXIa inh 1536, FXIIa inh 1536, KCC2 mod, Rad51 HR inh, Hck-Nef inh
> O=C(NC(=S)Nc1nc2c(s1)CCCC2)c1ccc(C(=O)c2ccccc2)cc1
    -0.1, -0.4, -18.8, -1.3, 11.2, 14.3, 23.3*, 3.7, 3.6
> COc1ccnc(Oc2ccccc2)c1C(=O)N/C=N/OCc1ccc(F)cc1Cl
    -14.0, 2.6, -19.4, 1.3, 4.4, 13.2, -1.14, 2.1, 1.4
> O=C(Nc1cccnc1)C1COc2ccccc2O1 (stereo not drawn)
    -0.5, -0.3, -12.5, -1.0, -4.9, 8.6, -0.455, -5.6, 0.8
> COc1cc2c(cc1OC)C1(CCCC1)CNC2c1cccc([N+](=O)[O-])c1 (stereo not drawn)
    0.4, -0.4, x, -5.0, -2.9, 6.2, 0.874, 5.7, 5.7
> COc1ccc(-c2ccc(SCC(=O)c3cccs3)nn2)cc1OC
    -0.9, 70.8, -3.5, -2.4, -4.7, 3.1, -0.929, 3.5, 19.0

An excerpt from above, showing only FXIa inh 1536 and KLK5 inh:
mol	FXIa inh 1536	KLK5 inh
COc1ccnc(Oc2ccccc2)c1C(=O)N/C=N/OCc1ccc(F)cc1Cl	4.4	-19.4
CCCCCn1c(=O)c(C(=O)OCC)c(O)c2ccccc21	-5.9	-2.3

An excerpt from above in order of their number in FXIa inh 1536, low to high:
canonical_smiles,FXIa inh 1536
COc1cccc(C(=O)NC(C)C(c2cccs2)N2CCOCC2)c1 (stereo not drawn),-7.0
COc1ccc(-c2ccc(SCC(=O)c3cccs3)nn2)cc1OC,-4.7
CC(=O)C1(C)OC(N)=C(C#N)C(c2ccccc2)C1(C#N)C#N (stereo not drawn),-3.8

Next section
Each structure is followed by: TNF death inh, zVAD death inh, KLK5 inh, thrombin 1536, FXIa inh 1536, FXIIa inh 1536, KCC2 mod, Rad51 HR inh, Hck-Nef inh
> CCn1c2ccccc2c2nnc(SCC(=O)Nc3cc(C)on3)nc21
    0.8, 0.5, 2.2, -0.6, -2.3, 1.4, 0.458, 3.7, -0.8
> N#CCCSc1ccccc1NC(=O)c1ccc(S(=O)(=O)N2CCCC2)cc1
    2.3, -0.1, -6.2, 4.1, 2.4, 17.8, 0.0318, 9.5, 1.0
> COc1ccc(C(=O)Nc2cc(C)on2)cc1S(=O)(=O)N1CC(c2ccccc2)CC1=O (stereo not drawn)
    3.2, -0.2, -10.4, 1.9, 0.9, 4.4, -0.788, 29.2, 1.5
> O=C(O)CSCC(=O)Nc1ccccn1
    6.1, 1.5, -2.2, -2.2, -2.4, 4.8, 1, 13.3, 5.8

Screening data from PubChem.
